Compound activity as filed in PubChem.
Kir21 block: blocks the mouse Kir2.1 inward-rectifier potassium channel; 310,000 compounds, 0.85% hits; B-score at 10 µM; HEK293-Kir2.1, FluxOR thallium flux fluorescence; hits give low values; AID 1672; P35561;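 active = fluorescence ratio B-score at or below minus 3 SD of library scores, with starting-brightness B-score within 2 SD, cut at about -4.2 in these data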;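 note: channel flux triggered by added potassium and thallium sulfate stimulus; B-score of peak minus minimum fluorescence over baseline after thallium stimulus; more negative B-score means stronger Kir2.1 block with less thallium influx; some compounds called inactive have numbers as strong as hits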
KCNQ2 inh: KCNQ2 channel blockers in CHO-K1 cells – cell-based, FluxOR thallium flux, B-score, primary screen (AID 2156); O88943; 20 min; hits give low values; B-score at 10 µM; 310,000 compounds, 1.1% hits;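 active = fluorescence ratio B-score at most minus 3 library SDs, with starting brightness B-score within 2 library SDs, cut at about -5.5 in these data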
Target sequence (O88943 whole entry, looked up): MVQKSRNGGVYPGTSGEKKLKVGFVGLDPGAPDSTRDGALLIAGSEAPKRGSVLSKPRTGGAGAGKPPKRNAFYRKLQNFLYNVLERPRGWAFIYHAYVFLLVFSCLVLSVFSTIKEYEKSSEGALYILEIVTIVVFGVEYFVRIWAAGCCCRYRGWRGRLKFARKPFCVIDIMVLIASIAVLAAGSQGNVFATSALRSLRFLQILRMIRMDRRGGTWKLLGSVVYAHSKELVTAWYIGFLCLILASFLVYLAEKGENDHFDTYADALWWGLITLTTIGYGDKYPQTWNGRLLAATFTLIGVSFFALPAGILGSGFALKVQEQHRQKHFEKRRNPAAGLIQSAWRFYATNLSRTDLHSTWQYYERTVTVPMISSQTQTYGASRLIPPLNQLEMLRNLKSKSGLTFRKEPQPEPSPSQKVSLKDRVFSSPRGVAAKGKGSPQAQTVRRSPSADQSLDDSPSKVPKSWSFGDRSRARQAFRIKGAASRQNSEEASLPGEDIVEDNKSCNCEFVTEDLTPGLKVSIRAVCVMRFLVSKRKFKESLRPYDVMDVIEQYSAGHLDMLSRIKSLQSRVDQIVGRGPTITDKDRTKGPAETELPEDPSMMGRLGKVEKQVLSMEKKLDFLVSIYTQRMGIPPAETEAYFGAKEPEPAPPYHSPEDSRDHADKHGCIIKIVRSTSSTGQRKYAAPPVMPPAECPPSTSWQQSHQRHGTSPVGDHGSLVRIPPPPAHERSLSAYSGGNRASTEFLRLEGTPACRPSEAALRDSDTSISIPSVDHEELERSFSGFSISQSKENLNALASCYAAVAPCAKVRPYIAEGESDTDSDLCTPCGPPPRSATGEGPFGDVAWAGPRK
* hit, by the source's call; i = inactive; & = joins results of further samples.

SMILES,Kir21 block,KCNQ2 inh
CCOc1ccc(C(=O)N2CCSC2=S)cc1,-1.2,i
COC(=O)CC1C(=O)NCCN1C(=O)CSc1nc2ccccc2s1 (stereo not drawn),-0.07,i
CC(OC(=O)CCc1nc2ccccc2c(=O)[nH]1)C(=O)NCc1ccc2c(c1)OCO2 (stereo not drawn),2,i
CCCCn1c(SCC(=O)N2CC(=O)Nc3ccccc32)nnc1-c1ccoc1C,0.63,i
CCC(=O)Nc1ccc2c(c1)OCCO2,0.58,i
Cc1cc(Nc2ncc(Cl)cc2Cl)n(-c2ccccn2)n1,1.2,i
Nc1c(-c2nn[nH]n2)cnn1-c1cc(Cl)cc(Cl)c1,1.1,i
Cc1nc(NCCc2ccccc2)c(C#N)c(C)c1[N+](=O)[O-],-0.26,i
CC(C)(C)c1ccc(S(=O)(=O)N2CCC(c3nc4ccc(Cl)cc4[nH]3)CC2)cc1,2.1,i
Cn1c(CC(=O)Nc2ccccc2)c(Sc2ccccc2)c2ccccc21,0.03,-6.2*
Cc1cc(NS(=O)(=O)c2ccc(NC(=O)CN3C(=O)NC(C)(c4ccccc4)C3=O)cc2)nc(C)n1 (stereo not drawn),1.1,i
O=C(Nc1ccc(NC(=O)c2cccs2)cc1)c1ccc2ccccc2c1,-0.18,i
CC(CCc1ccccc1)NC(=O)c1ccc(NC(=O)c2ccccc2)cc1 (stereo not drawn),1.3,i
CCOC(=O)c1ccc(NC(=O)CCS(=O)(=O)Cc2ccccc2)cc1,0.48,i
Cc1ccc(C(=O)Nc2cccc(C(F)(F)F)c2)cc1NC(=O)c1nccn1C,-0.38,i
CCn1c(-c2ccccc2)c(C(=O)CC#N)c2ccccc21,-0.08,i
CCOC(=O)N1CCC(C(=O)NNC(=O)c2ccc(Cl)cc2Cl)CC1,0.15,i
NC(=O)N/N=C(/CCCCCC/C(=N\NC(N)=O)c1ccccc1)c1ccccc1,0.08,i
CNc1ccccc1C(C)(C)c1cn(-c2ccc([N+](=O)[O-])cc2)nn1,-0.44,i
COc1ccc(-c2cc(C(F)(F)F)n3nc(C(=O)N4CCOCC4)nc3n2)cc1,0.47,i
COc1ccc(CCNC(=O)COc2nsnc2N2CCOCC2)cc1OC,-0.96,i
CCOc1ccc(C2C(C#N)=C(N)N(N(C)C)C3=C2C(=O)CC(C)(C)C3)cc1 (stereo not drawn),-0.07,i
N#Cc1cccc(S(=O)(=O)Nc2c(NC3CCCCC3)c3ccccc3oc2=O)c1,0.65,i
CC(=O)N1c2ccc(S(=O)(=O)NCCC(=O)NC3CCC(C)CC3)cc2CC1C (stereo not drawn),0.01,i
COC(=O)c1sccc1NC(=O)COc1ccc(Cl)cc1,-0.58,i
COc1ccccc1C(=O)NCC(=O)OCc1csc(-c2ccccc2)n1,0.01,i
COc1cccc(NC(=O)Nc2cc(NC(=O)Nc3cccc(OC)c3)c(C)nc2C)c1,1.1,i
COc1ccc(/C=C2\SC(=S)N(CCC(=O)Nc3ccccc3C(=O)O)C2=O)cc1,-0.16,i
O=C(CN1CCN(S(=O)(=O)c2ccc(Cl)cc2)CC1)NC1CCCC1,0.15,i
CN(Cc1cccnc1)Cc1cn(Cc2ccccc2)nc1-c1ccc2c(c1)OCO2,0,i

(continued)
SMILES,Kir21 block,KCNQ2 inh
COC(=O)C12CC3CC(C1)CC(n1cnc(Cl)n1)(C3)C2,0.53,i
COc1ccc2nc(NC(=O)C3COc4ccccc4O3)sc2c1 (stereo not drawn),-0.86,i
Cc1cccc(CCNC(=O)Cn2ncc3c([nH]c4ccccc43)c2=O)c1,-0.05,i
CSc1nc2nc(C(F)(F)F)cc(-c3ccccc3)n2n1,-1.8,i
CCOC(=O)c1c(NC(=O)CSc2nc3cc(Cl)ccc3s2)sc(C(C)=O)c1C,1.8,i
O=c1[nH]c(=O)c2nc3ccccc3nc2[nH]1,-0.84,i
CC(C)c1ccc(C2C3CSCC=C3C(C#N)=C(N)C2(C#N)C#N)cc1 (stereo not drawn),0.33,i
CCN1C(=O)N/C(=C/c2ccc(C)o2)C1=O,-0.46,i
CC(C)CN(C(=O)COC(=O)c1ccc(Br)o1)c1c(N)n(Cc2ccccc2)c(=O)[nH]c1=O,-0.14,i
COc1cccc2sc(N(CCN(C)C)C(=O)/C=C/c3cccs3)nc12,1.8,i
O=C(N1CCN(c2ccccc2F)CC1)C1(S(=O)(=O)c2ccc(Cl)cc2)CC1,1.9,i
COc1ccc(-c2csc(N3CCN(Cc4ccc5c(c4)OCO5)CC3)n2)cc1,-1.6,i
CCC(C)NC(=O)C1CCN(S(=O)(=O)c2ccc3nc4c(c(C(=O)O)c3c2)CCCCC4)CC1 (stereo not drawn),0.06,i
COc1ccc(/C=N/NC(=O)Cn2c(Cc3ccc(OC)c(OC)c3)nc3ccccc32)cc1,0.07,i
CN(C(=O)COC(=O)C1CCN(S(=O)(=O)c2ccc3c(c2)OCCO3)CC1)c1ccccc1,-1.2,i
COc1ccc(N2CCN(C3CCCN(Cc4ccc(F)cc4)C3)CC2)cc1 (stereo not drawn),-0.06,i
CC1CN(C)C(C)CC1OC(=O)C(c1ccccc1)c1ccccc1 (stereo not drawn),-1.5,i
COc1ccccc1NC(=O)CSc1nc(O)cc(=O)n1C,0.24,i
COC(=O)[C@H](C)NC(=O)N1CCC(Cc2ccccc2)CC1,-0.1,i
Cn1c(SCC(=O)N2CCCC2)nnc1-c1cnccn1,0,i
Cc1ccc(NC(=O)COC(=O)c2ccc([N+](=O)[O-])s2)c(C)c1,-0.89,i
COC(=O)Nc1ccc(SCC(=O)c2ccc(Cl)cc2)cc1,0.12,i
CCOC(=O)NNc1ccc2nonc2c1[N+](=O)[O-],-0.33,i
Cc1cc(C)n(C(N)=NC(=O)c2ccc([N+](=O)[O-])cc2)n1,-0.29,i
Cc1cnc(NC(=O)CCCSc2nc3ccccc3s2)s1,-0.82,i
Cc1nc2nc(CSc3nc4ccccc4s3)cc(=O)n2[nH]1,-0.2,i
CSc1ncc(Cl)c(C(=O)Nc2ccc(NC(C)=O)cc2)n1,-0.99,i
CCNC(=O)NC(=O)C(C)Sc1ncc(C(F)(F)F)cc1Cl (stereo not drawn),0.76,i
CCOCCCN(C(=O)Cn1nnc(-c2ccc(C)o2)n1)C(C(=O)NC1CCCC1)c1ccc(C)o1 (stereo not drawn),-0.46,i
CCN(Cc1ccccc1)C(=O)CC1Oc2ccccc2NC1=O (stereo not drawn),-0.51,i

One compound at a time, as listed above:
CC(CCc1ccccc1)NC(=O)c1ccc(NC(=O)c2ccccc2)cc1 (stereo not drawn) as listed: Kir21 block = 1.3; KCNQ2 inh = i
Nc1c(-c2nn[nH]n2)cnn1-c1cc(Cl)cc(Cl)c1 as listed: Kir21 block = 1.1; KCNQ2 inh = i

Next structures follow.
SMILES,Kir21 block,KCNQ2 inh
CC1CCN(C(=O)CN2C(=O)C(=O)c3ccccc32)CC1,-0.04,i
Cc1ccc(NC(=O)CN(C)C(=S)NC2CC2)cc1,0.71,i
CCCN1C(=O)/C(=C/C=C2\N(CC)c3ccccc3C2(C)C)SC1=S,-4.8,i
O=C(/C=C/c1ccc(F)cc1)Nc1nc2ccccc2[nH]1,-0.38,i
Fc1ccc(SCCc2ccccn2)cc1,-0.41&0.35,i
CCCCOc1ccc(NC2=NC3(CCCC3)N=C(N)N2)cc1,-1.7,i
COc1cccc(/C=C(\CC(=O)O)c2nc3ccccc3s2)c1,-0.31,i
CC(C)(C)NC(=O)C(c1ccncc1)N(C(=O)c1csnn1)C1CC1 (stereo not drawn),0.11,i
O=C(CN1C(=O)S/C(=C\c2ccccc2F)C1=O)NCCCn1ccnc1,-0.95,i
COCCCNC(=O)C1CCCN(S(=O)(=O)c2cccc3nsnc23)C1 (stereo not drawn),-0.78,i
Cc1cccc(C)c1NC(=O)CN1CCc2ccccc2C1,2.4,i
CCN(c1cccc(C)c1)S(=O)(=O)c1ccc(-c2cc(C)no2)s1,1.6,i
Cn1cc(Cl)c(C(=O)N/N=C/c2ccc(OS(=O)(=O)c3ccccc3)cc2)n1,-2.5,i
COC(C[C@H]1O[C@H]1[C@@H](O)[C@H](C)OCc1ccccc1)OC,1.1,i
Cc1cccc(OCC(=O)Nc2ccc3c(c2)C(=O)NC3=O)c1,0.97,i
COCc1nc2oc3ccc(C)cc3c(=O)c2cc1C(=O)OC,0.03,i
CC(=O)NC(NC(C)=O)c1cccc(OCc2ccccc2)c1,0.88,i
COc1ccc(CCN2C(=O)NC(NS(=O)(=O)c3ccccc3)(C(F)(F)F)C2=O)cc1OC (stereo not drawn),0.48,i
O=C(Cn1nc(-c2ccc3c(c2)OCCO3)ccc1=O)Nc1cccc(NC(=O)c2ccccn2)c1,0.37,i
Cc1ccc2c(n1)CC(C)(C)CC2=O,-0.07,i
Cc1cc(C)cc(C(=O)NCCCc2ccccc2)c1,-0.32,i
CCOC(=O)c1c(NC(=O)COc2ccccc2OCC)sc2c1CC(C)(C)NC2(C)C,0.67,i
O=C1COc2ccc(C(=O)COC(=O)c3cccnc3Cl)cc2N1,-1,i
O=C(c1ccc(F)cc1)C1CCN(CCn2c(=S)[nH]c3ccccc3c2=O)CC1,-0.36,i
O=C1CCN(CCCc2ccccc2)CCN1CCO,1.1,i
CCC(CC)=NNc1cccc([N+](=O)[O-])c1,0.41,i
NC(=O)NC(=O)Nc1ccccc1Cl,1.6,i
CCCc1cc(=O)[nH]c(SCC(=O)C(C)(C)C)n1,0.54,i
O=C(Nc1ccc2oc(=O)ccc2c1)c1ccccc1[N+](=O)[O-],-0.15,i
COC(=O)c1ccccc1NC(=O)CN1CCOCC1,0.02,i

Quoted at random: three entries already listed, in no set order.
SMILES,Kir21 block,KCNQ2 inh
COC(C[C@H]1O[C@H]1[C@@H](O)[C@H](C)OCc1ccccc1)OC,1.1,i
CC1CCN(C(=O)CN2C(=O)C(=O)c3ccccc32)CC1,-0.04,i
CCOC(=O)c1c(NC(=O)COc2ccccc2OCC)sc2c1CC(C)(C)NC2(C)C,0.67,i

(cont.)
SMILES,Kir21 block,KCNQ2 inh
Cc1nc2sc3c(=O)[nH]nnc3c2c(C)c1Br,0.35,i
O=C1CCCC(O)=C1C=Nc1ccc(O)cc1,1.1,i
O=C(NCc1ccc(F)cc1)C1CCN(S(=O)(=O)N2CCC3(CC2)OCCO3)CC1,-0.01,i
CN(C(=O)COC(=O)/C=C/c1ccc(F)cc1)c1c(N)n(Cc2ccccc2)c(=O)[nH]c1=O,1.4,i
Cc1ccc(C(=O)NC(=S)N(C)C2CCCCC2)cc1Br,-0.29,i
COc1ccccc1NS(=O)(=O)c1ccc(NN=C2CCCC2)c([N+](=O)[O-])c1,0.46,i
CC(C)NC(=O)COc1cccc2ccccc12,0.79,i
COc1ccc(/C=C/C(=O)OCc2cccc([N+](=O)[O-])c2)cc1,-1.3,i
CCO[C@H]1OC(C(N)=O)=C[C@@H](C(C)(C)C)[C@@H]1CCCO,-0.8,i
Nc1cc(=O)[nH]c(SCC(=O)Nc2cc([N+](=O)[O-])ccc2Cl)n1,0.55,i
O=[N+]([O-])c1cccc(/C=N/Nc2nc(NCc3ccccc3)nc(N3CCOCC3)n2)c1O,-0.01,i
COc1ccc(S(=O)(=O)N(C)c2ccc(C(=O)NC3CCCC3)cc2)cc1,0.61,i
COc1ccc(S(=O)(=O)N2CCN(S(=O)(=O)c3ccc4c(c3)OCCO4)CC2)cc1C,2,i
Cc1csc(Sc2ccc(C(=O)OCC(=O)Nc3ccc(F)cc3[N+](=O)[O-])cc2[N+](=O)[O-])n1,-1.2,i
Fc1ccc(C2CC(c3ccco3)=NN2c2ccccc2)cc1 (stereo not drawn),0.58,i
COc1ccc(NC(=O)Nc2cccc(C(F)(F)F)c2)cn1,0.48,i
CCNc1oc(COc2cccc(C)c2)nc1C#N,0.54,i
O=[N+]([O-])c1ccc(OCC(O)CN(CCO)CCO)cc1 (stereo not drawn),1.4,i
Cc1cc(NC(=O)c2ccccc2[N+](=O)[O-])ccc1Br,2.3,i
COc1cc(C(=O)Nc2sc3c(c2C(=O)NCc2ccco2)CCCC3)cc(OC)c1OC,0.66,i
CCOc1ccc(C(=O)NC2CCN(S(C)(=O)=O)CC2)cc1,1.2,i
COc1ccc(NS(=O)(=O)c2cccc(C(=O)NCC(c3ccco3)N3CCCCC3)c2)cc1 (stereo not drawn),-0.26,i
Cc1cc2occ(CC(=O)NNC(=O)c3ccccc3)c2cc1C,3,i
CCOCCCNCc1ccc(OCc2ccccc2Cl)cc1,-4.3*,i
Cc1ccc(-n2cc(CNC(C)c3cnn(C)c3)c(-c3ccc(F)cc3)n2)cc1 (stereo not drawn),0.07,i
Cc1sc(N2C(=O)C3C4C=CC(C4)C3C2=O)c(C#N)c1C (stereo not drawn),0.09,i
Cc1cc(NC(=O)Cn2c(=O)n(Cc3ccccc3)c(=O)c3ccccc32)no1,0.8,i
CCOC(=O)CNC(=O)c1sc(NC(=O)c2cccc(F)c2)nc1C,0.89,i
CCOCCCNC(=O)C(=O)NCCCOCC,-2.8,i
O=C(NCCc1ccccc1)c1ccc(CS(=O)Cc2cccc(Cl)c2)o1 (stereo not drawn),-0.76,i
